RPL19A TOR yeast = yeast TOR pathway RPL19A-GFP modulation; S. cerevisiae RPL19A-GFP strain, flow cytometry, 3 h; stronger effect = lower value; percent response vs DMSO, % at 10 µM; hit rate 0.3% among 330,000;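 active = percent response vs DMSO below 50%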;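 also: median channel GFP fluorescence of the barcoded RPL19A-GFP strain; ratio of sample median GFP to plate DMSO average so 100% = DMSO; lower means less RPL19A-GFP as with rapamycin TOR inhibition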
ZTA DNA inh = ZTA (EBV) inhibition in EBNA-1 counter-screen; P03206; ZTA-DNA binding, fluorescence polarization; inhibition, % at 11 µM; hit rate 0.15% among 320,000; AID 2234; in the data active = inhibition above about 33%
AHR activator = human AHR activation | P35869 | AHR-responsive luciferase reporter cells, luminescence | activation, % at 5 µM | hit rate 2.5% among 320,000; in the data active = activation above about 47%;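 also: 0% = vehicle wells and 100% = reference agonist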
MEP2 TOR yeast = yeast TOR pathway MEP2-GFP modulation. S. cerevisiae MEP2-GFP strain, flow cytometry GFP, 3 h; 100% = DMSO control level. GFP response vs DMSO, % at 10 µM. hit rate 0.51% among 330,000;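 active = GFP response versus DMSO above a set limit, roughly screen mean plus 3 SD, cut at about 180% in these data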;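 also: median GFP fluorescence of the barcode-gated MEP2-GFP cells per well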
EBNA-1 inh = blocks EBNA-1 binding to DNA; EBNA-1 DNA binding, fluorescence polarization; inhibition, % at 14.8 µM; hit rate 0.34% among 300,000; in the data active = inhibition above about 28%
LAP4 TOR yeast = modulators of TOR pathway LAP4-GFP in S. cerevisiae; S. cerevisiae LAP4-GFP multiplex, flow cytometry GFP, 3 h; median GFP as percent of DMSO wells; GFP response vs DMSO, % at 10 µM; hit rate 0.34% among 320,000;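 active = GFP response vs DMSO above a set limit, about the screen mean plus 3 SD, cut at about 150% in these data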
proCasp7 act = counter-screen for procaspase-3 activators: activators of human procaspase-7 | P55210 | recombinant procaspase-7, Ac-DEVD-pNA absorbance 405 nm; D23A/D198A/D206A triple mutant, cannot self-cleave; scale: DMSO 0, 5 µM enzyme 100 | hit rate 0.093% among 330,000 | AID 463210 | activation, % at 8.5 µM;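 active = percent activation above the screen-wide mean plus 3 SD, cut at about 25% in these data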
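signal = Epi-absorbance of released pNA at 405 nm, two timepoints | assay system = Uncleavable procaspase-7 mutant enzyme | reagent = Ac-DEVD-pNA substrate, 400 µM as added | times = 1 h enzyme–compound preincubation and 2 h substrate reaction, both 25 °C | benchmarks = low DMSO alone, high DMSO plus 5 µM PC-7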
proCasp3 act = activates human procaspase-3; activation, % at 8.5 µM; P42574; hit rate 0.11% among 330,000; recombinant procaspase-3 D3A, Ac-DEVD-pNA absorbance 405 nm; AID 463141;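 active = activation above the mean of all tested compounds plus 3 SD, cut at about 21% in these data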;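 also: 0% = DMSO alone and 100% = DMSO wells spiked with extra 5 µM PC-3 D3A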
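Compound: 8.5 µM single point, 0.8% DMSO / Material: Autoprocessing-dead procaspase-3 D3A mutant enzyme / Timing: 1 h preincubation plus 2 h reaction at 25 °C / Medium: Zinc-free HEPES/NaCl buffer with 0.01% Triton X-100 at pH 7.4 / Technique: 405 nm absorbance of p-nitroaniline, reads at 0 and 120 min / Repeats: one well per compound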
Numbers without * were called inactive; x = not tested or not shown; [ ] = remark or other dose.

Every second line gives: RPL19A TOR yeast, ZTA DNA inh, AHR activator, MEP2 TOR yeast, EBNA-1 inh, LAP4 TOR yeast, proCasp7 act, proCasp3 act
CC(=O)Nc1ccc(S(=O)(=O)Oc2ccc(C(=S)N3CCC(O)CC3)cc2)cc1
→ 100.6, 7.2, -1.4, 101.6, 3.5, 97.1, -5.2, 4.0
CN(C(=O)CCc1nc2ccccc2c(=O)[nH]1)C1CCS(=O)(=O)C1 (stereo not given)
→ 100.5, -0.4, -0.1, 99.5, x, 112.6, -15.8, 2.5
COc1ccc(N2C(=O)CSC2c2ccncc2)cc1 (stereo not given)
→ 105.6, 1.6, -0.7, 103.4, -9.5, 96.8, 4.9, 3.5
COCCCn1c(SCCc2ccccc2)nc2cc(OC)c(OC)cc2c1=N
→ 72.8, -2.1, 19.1, 74.5, -22.5, 71.3, -8.6, -5.9
Cc1cc(C)nc(N/N=C/C2=C(N3CCOCC3)C(=C/c3ccccc3)/CC2)n1
→ 99.6, -18.5, 46.3, 110.3, -6.0, 109.0, -21.1, -11.1
O=C(NC1CCCCC1)N1CCC(n2c(=O)[nH]c3ccccc32)CC1
→ 101.9, 3.2, -0.7, 94.9, -6.7, 94.0, 3.9, -0.3
CCCNS(=O)(=O)c1ccc(CCC(=O)N2CCCC2)cc1
→ 98.2, 4.8, 0.2, 100.3, -18.6, 102.3, -1.0, 7.7
COc1ccc(COCC(O)CN(Cc2ccccc2)C(C)C)cc1OC (stereo not given)
→ 86.6, 17.2, -0.8, 85.7, 5.6, 92.1, 8.5, 0.6
O=c1[nH]c(CN2CCN(C/C=C/c3ccccc3)CC2)nc2ccccc12
→ 99.0, -12.4, 25.2, 110.5, 8.4, 104.1, 7.9, 2.0
Cc1ccc2[nH]c(CN3CCC(CO)(CC4CCCCO4)CC3)c(C)c2c1 (stereo not given)
→ 98.0, -9.1, 1.7, 102.9, -1.8, 98.5, -9.6, -1.9
COc1ccc(NC(=O)COC(=O)c2ccc(S(=O)(=O)N3CCCC3)cc2)cc1OC
→ 95.3, -4.0, 1.9, 94.3, x, 95.6, 5.1, -1.9
Cc1cc(C(=O)N/N=C/c2ccc(-c3cccc([N+](=O)[O-])c3)o2)n[nH]1
→ 105.4, -0.5, 12.4, 109.8, 4.7, 98.5, 6.3, 3.1
N#Cc1cccc(-n2nnnc2-c2ccccn2)c1
→ 98.1, 0.7, 1.1, 92.5, 6.1, 85.0, 9.9, 14.7
O=C(O)C1CCCCC1C(=O)NCc1ccc2c(c1)OCO2 (stereo not given)
→ 99.3, 3.5, 1.4, 97.8, 6.4, 93.0, -6.2, 2.9
O=C(NNC(=S)NC(=O)c1ccccc1[N+](=O)[O-])c1ccccc1
→ 98.7, 1.3, 3.8, 96.4, -5.1, 99.0, -2.2, 2.5
CC(C)(C)c1ccc(O)c(/C=N\O)c1
→ 63.3[may fluoresce violet], 0.4, 13.8, 452.5*[may fluoresce violet], -14.0, 113.7[may fluoresce violet], -2.5, -5.2
COc1cccc(N2CCN(C(=O)CN(C)S(=O)(=O)c3ccc4c(c3)CCC(=O)N4)CC2)c1
→ 98.8, -6.5, 4.6, 108.2, 2.7, 94.6, -1.6, 10.9
O=C(CSc1nnc(-c2ccc(O)cc2)o1)N1CCOCC1
→ 98.4, 4.0, 13.7, 101.2, -3.7, 97.4, -4.5, 1.2
Cc1cc(C)c(C(N)=O)c(Nc2cccc(Cl)c2C)n1
→ 91.2, -9.7, 10.5, 91.7, 3.5, 95.4, -0.8, 3.4
O=C(N/N=C/c1cc2c(cc1[N+](=O)[O-])OCO2)c1ccccn1
→ 95.0, -15.9, 6.3, 98.3, -8.6, 95.7, -1.1, -2.8
COc1ccc(S(=O)(=O)N(C)Cc2cccs2)cc1Br
→ 99.2, -7.5, -0.9, 98.0, 0.0, 107.0, -3.8, -1.3
CC(=O)c1ccccc1N(C(=O)Cn1nnc2ccccc21)C(C(=O)NCC1CCCO1)c1ccc(N2CCOCC2)cc1 (stereo not given)
→ 103.7, -15.5, 3.3, 96.1, -16.7, 91.0, 1.7, 3.2
Cc1c([N+](=O)[O-])cc(S(=O)(=O)Nc2ccncc2)cc1[N+](=O)[O-]
→ 94.1, 1.1, -0.3, 88.9, -5.1, 83.9, -1.4, 11.2
O=[N+]([O-])c1ccc(Sc2n[nH]c(-c3ccc(Cl)cc3Cl)n2)nc1
→ 97.1, 5.9, 11.9, 106.5, 11.6, 95.2, 2.9, -8.8
O=C(C1CCN(C2CCN(C/C=C/c3ccccc3)CC2)CC1)N1CCOCC1
→ 107.1, 9.2, 2.2, 104.0, 4.9, 100.3, -4.1, 8.1
O=C(COC(=O)CNC(=O)c1ccc(Cl)c([N+](=O)[O-])c1)NC(=O)c1ccccc1
→ 105.7, 1.9, 56.9*, 106.7, -2.8, 107.1, -6.4, -5.0
CN(CC(=O)Nc1c(Cl)cccc1Cl)C(=O)Cc1cccs1
→ 95.8, -3.5, 0.9, 98.6, x, 97.4, -0.6, 6.8
CC(C)[C@H](NC(=O)[C@@H]1CSC2c3ccccc3C(=O)N21)C(=O)NCC1CCCO1 (stereo not given in full)
→ 95.3, -19.6, 3.2, 94.9, -9.1, 93.2, -6.3, 11.7
O=C1CC(NCCc2ccccc2)C(=O)N1CCc1ccccc1 (stereo not given)
→ 100.8, -5.6, 0.8, 105.6, 8.0, x, -32.4, -36.6
Cc1ccc(-n2c(C)cc(C(=O)CSc3nnnn3C)c2C)cc1
→ 105.5, 7.8, 6.7, 104.7, 16.9, 118.5, -1.3, 8.2

Every second line gives: RPL19A TOR yeast, ZTA DNA inh, AHR activator, MEP2 TOR yeast, EBNA-1 inh, LAP4 TOR yeast, proCasp7 act, proCasp3 act
CCOc1cc(CNCCc2ccc(S(N)(=O)=O)cc2)ccc1OCc1ccc(Cl)cc1
→ 96.4, 0.3, 2.2, 102.8, 7.8, 102.7, 6.0, 6.2
Clc1ncc(CSc2ccccc2)s1
→ 96.0, 11.4, -3.1, 94.8, -1.7, 100.2, 1.3, -4.2
Cc1ccc(N2CC(=O)N(c3ccc(C)cc3)CC2=O)cc1
→ 92.7, 13.6, -1.9, 92.1, 5.1, 99.9, -3.1, -2.2
CC1=NCCN1CCNC(=O)Nc1ccc(F)cc1
→ 96.3, 2.0, -0.8, 94.5, -6.5, 109.0, 1.7, 2.9
CS(=O)(=O)N1CCc2cc(C(=O)N3CCCCC3)ccc21
→ 98.9, 9.1, 22.4, 98.3, 8.2, 100.3, -6.2, 2.9
O=C(O)CC(NS(=O)(=O)c1cccc2nsnc12)c1ccc(F)cc1 (stereo not given)
→ 93.9, 0.1, 2.1, 101.5, 7.0, 101.4, 4.2, 6.4
c1ccc(Cc2nnc3sc(-c4ccco4)nn23)cc1
→ 98.9, -1.3, 1.2, 103.9, -2.4, 104.1, 8.3, -7.8
COCCNC(=O)c1cc2c(=O)n(C)c3ccccc3c2n1C
→ 103.0, -7.2, 23.0, 109.1, 1.7, 109.1, -3.5, 6.5
O=C(Nc1nccs1)c1ccc(F)c(S(=O)(=O)N2CCOCC2)c1
→ 100.0, 12.0, 9.7, 100.1, -0.5, 88.4, 6.0, -0.2
N#Cc1nc(-c2ccc(F)cc2)oc1NCCN1CCOCC1
→ 100.3, 13.1, 6.5, 98.9, 1.4, 96.3, -7.1, -6.6
CC(C(=O)c1ccc(-c2ccccc2)cc1)[n+]1ccccc1 (stereo not given)
→ 97.2, 4.4, 2.4, 92.3, -11.7, 93.3, 12.2, -4.6
CNC(=O)CSc1nccn1Cc1ccc(Cl)cc1
→ 94.8, 7.1, -0.6, 97.3, -5.9, 98.8, 8.0, -2.3
Cn1nc(C(F)(F)F)c(-c2ccccc2)c1NC(=O)c1nccnc1C(=O)O
→ 92.5, -6.6, -1.3, 85.6, -3.5, 95.2, 9.2, -7.0
Cc1cccc(C(=O)Nc2oc(-c3ccccc3)cc2C#N)c1
→ 95.5, 2.2, 31.9, 100.6, 3.6, 100.9, -1.7, -11.0
CCOc1ccc(N(CC(=O)NCCSCc2ccccc2)S(C)(=O)=O)cc1
→ 100.2, 4.8, -0.2, 100.9, 3.9, 88.0, -1.5, 2.2
COC(=O)c1scc(C)c1N1C(=O)c2ccccc2C1=O
→ 105.0, -11.4, 5.0, 104.2, -11.5, 109.7, 1.7, 3.2
Cc1occc1C(=O)NC1CCCc2ccccc21 (stereo not given)
→ 103.9, 2.1, -1.2, 107.5, -0.4, 106.0, -2.6, 0.7
CC(C)(C)C(=O)CNCC(=O)C(C)(C)C
→ 106.3, 1.8, -0.8, 109.0, 7.1, 101.0, 1.5, 0.9
NC(=O)COC(=O)c1cccc(S(=O)(=O)N2CCCCC2)c1
→ 99.2, -1.4, 1.5, 103.9, 0.3, 106.8, 1.9, 8.2
CCN(CC)c1ccc(C(=O)N/N=C(\C)c2cccnc2)cc1
→ 100.9, -6.2, 17.4, 108.7, 0.8, 101.0, -4.8, 4.8
CCc1ccc(NC(=O)c2sccc2-n2cccc2)cc1
→ 101.5, -11.8, 102.4*, 107.0, -0.6, 105.3, -3.1, 3.8
[C-]#[N+][C@H](O[C@@H]1O[C@H](CO)[C@@H](O)[C@H](O)[C@H]1O)c1ccccc1
→ 103.0, 15.9, 0.0, 111.3, 2.2, 111.8, -10.6, 0.6
CC(C)(C)c1ccc(NC(=O)COC(=O)CCc2nc3ccccc3c(=O)[nH]2)cc1
→ 109.9, -7.0, 6.2, 114.8, -1.4, 108.7, 5.5, 5.3
CCCS(=O)(=O)N1CCN=C1SCc1cccc2ccccc12
→ 100.9, -6.7, 9.3, 101.5, 4.0, 88.5, -10.9, 12.1
Cc1oc(-c2ccc(Cl)cc2)nc1CS(=O)CC(=O)NCCCN1CCOCC1 (stereo not given)
→ 105.7, -0.1, 1.9, 117.6, 13.2, 97.7, 5.4, 4.3
CC(C)(C)C1CCC(OCC(O)CN2CCCC2)CC1 (stereo not given)
→ 101.4, 5.3, -0.9, 104.6, -4.2, 93.0, 19.6, 4.9
COc1ccc(NC(=O)c2ccc[n+]([O-])c2)cc1
→ 106.3, -2.9, -1.8, 104.7, -6.7, 90.9, 9.2, 8.7
c1ccc2c(NC3C4CC5CC(C4)CC3C5)nc(N3CCOCC3)nc2c1 (stereo not given)
→ 89.7, -3.2, 5.5, 91.6, -14.4, 90.5, 3.2, -8.4
CC1(C)Cc2c(sc3nc(SCC(=O)O)[nH]c(=O)c23)CO1
→ 100.7, 14.8, 0.2, 101.7, 8.4, 103.8, 1.2, -1.1
CC(=O)c1cccc(NC(=O)CN2C(=S)NC(C)(C)CC2C)c1 (stereo not given)
→ 97.4, 7.3, 3.3, 96.3, 4.7, 102.9, -14.4, -10.0
CC(Nc1ccc(F)cc1F)C(=O)NC(=O)NC1CCCCC1 (stereo not given)
→ 90.6, -12.6, 0.8, 94.9, -11.4, 86.9, 5.1, 3.8
COc1ccc(CCNC(=O)CN2C(=O)NC3(CCCCC3C)C2=O)cc1 (stereo not given)
→ 95.6, x, -1.1, 108.1, x, 98.1, 1.4, 5.5
Cc1ccccc1N(C(=O)Cc1cccs1)C(C(=O)NC1CCCCC1)c1cn(C)nc1C (stereo not given)
→ 101.3, 6.5, 0.4, 103.8, 2.5, 91.5, 3.4, 4.0

Entries of single compounds from above. Screens in order: RPL19A TOR yeast, ZTA DNA inh, AHR activator, MEP2 TOR yeast, EBNA-1 inh, LAP4 TOR yeast, proCasp7 act, proCasp3 act
Entry for `O=C(CSc1nnc(-c2ccc(O)cc2)o1)N1CCOCC1` : 98.4, 4.0, 13.7, 101.2, -3.7, 97.4, -4.5, 1.2
Entry for `Cc1ccc(N2CC(=O)N(c3ccc(C)cc3)CC2=O)cc1` : 92.7, 13.6, -1.9, 92.1, 5.1, 99.9, -3.1, -2.2
Entry for `CC(C(=O)c1ccc(-c2ccccc2)cc1)[n+]1ccccc1` (stereo not given) : 97.2, 4.4, 2.4, 92.3, -11.7, 93.3, 12.2, -4.6

Screening results deposited in PubChem by several laboratories.
